Screens as filed in PubChem.
SUMO HTRF inh: blocks human SUMOylation mediated by UBC9; inhibition, % at 35 µM; HTRF SUMOylation assay, SAE1/SAE2 + UBC9, in vitro; P63279; 290,000 compounds, 0.36% hits; in the data active = inhibition above about 50%, passing the limit was not always enough; note: strong numbers were not always called active
Target sequence (P63279 whole entry, looked up): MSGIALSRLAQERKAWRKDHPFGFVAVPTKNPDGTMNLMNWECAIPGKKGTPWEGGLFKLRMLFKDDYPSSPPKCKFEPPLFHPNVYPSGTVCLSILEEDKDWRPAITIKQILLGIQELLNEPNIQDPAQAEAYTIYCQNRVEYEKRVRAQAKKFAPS
IMP-1 inh: blocks Pseudomonas aeruginosa IMP-1 metallo-beta-lactamase. inhibition, % at 5.6 µM. AID 1556. purified IMP-1, nitrocefin hydrolysis, epi-absorbance fluorescence. 290,000 compounds, 0.45% hits;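 active = inhibition above the mean plus 3 SD of all compounds in the same screening run, cut at about 4.5% in these data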;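 note: 0% = IMP-1 with DMSO and 100% = DMSO wells lacking enzyme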
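System – purified recombinant IMP-1 beta-lactamase · Input – IMP-1 dispensed at 0.2 nM · Timing – 15 min preincubation plus 25 min reaction at 25 °C · Signal – Epi-absorbance fluorescence, 480 nm excitation, 530 nm emission · Measure – percent IMP-1 inhibition derived from blank-referenced optical density · Controls – Enzyme-plus-DMSO low control, enzyme-free DMSO high control · Replication – singlicate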
MEKK3 PB1 HTS: raises or lowers MEK5 binding to the human MEKK3 PB1 domain. Q99759. bead-based flow cytometry, Alexa488-MEK5 binding to MEKK3; actives lie on both sides; 0 = blocked by unlabeled MEK5, 100 = vehicle. binding response (% of control), % at 10 µM. 290,000 compounds, 1.4% hits. AID 1529;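 active = binding response more than 3 SD above or below the average of its plate-row segment, actives on both sides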;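 note: Alexa488 bead fluorescence after subtracting the streptavidin-only scavenger bead signal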
Target sequence (Q99759 whole entry, looked up, the tested form may be a part): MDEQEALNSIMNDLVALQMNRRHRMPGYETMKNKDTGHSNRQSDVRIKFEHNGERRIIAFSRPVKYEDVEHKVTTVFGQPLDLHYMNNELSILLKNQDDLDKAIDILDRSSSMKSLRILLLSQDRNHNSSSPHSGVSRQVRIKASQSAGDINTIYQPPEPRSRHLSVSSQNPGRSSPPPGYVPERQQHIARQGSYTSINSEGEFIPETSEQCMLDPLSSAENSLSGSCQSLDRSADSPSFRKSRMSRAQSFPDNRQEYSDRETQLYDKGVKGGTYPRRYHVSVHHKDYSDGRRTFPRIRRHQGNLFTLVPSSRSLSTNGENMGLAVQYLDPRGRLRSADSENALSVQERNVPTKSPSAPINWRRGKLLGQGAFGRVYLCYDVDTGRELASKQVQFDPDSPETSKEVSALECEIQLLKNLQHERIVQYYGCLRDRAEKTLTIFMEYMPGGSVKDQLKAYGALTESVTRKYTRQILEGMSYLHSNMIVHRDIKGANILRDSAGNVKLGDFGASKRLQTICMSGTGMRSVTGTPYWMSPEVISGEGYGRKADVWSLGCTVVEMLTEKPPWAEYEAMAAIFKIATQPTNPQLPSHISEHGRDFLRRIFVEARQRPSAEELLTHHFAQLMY
NS3 helicase inh: blocks Hepatitis C virus NS3 helicase unwinding | NS3 helicase DNA unwinding, Cy5 molecular beacon fluorescence | inhibition, % at 10.9 µM | 290,000 compounds, 0.56% hits | AID 1800;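 active = inhibition above the mean of all tested compounds plus 3 SD, set per campaign, cut at about 35% in these data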;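 note: 0% = DMSO wells and 100% = thioflavine S control wells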
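Control set: DMSO versus 110 µM thioflavine S; Material: NS3 helicase fragment of HCV; Measured by: Cy5 fluorescence at 0 and 60 min, beacon hairpin quenching; Read-out basis: percent inhibition from t60/t0 fluorescence ratio; Times: reaction time 60 min, 25 °C; Repeats: single replicate; Compound dosing: single dose, 10.9 µM nominal final, DMSO 0.8% final.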
PHOSPHO1 inh: inhibitors of human PHOSPHO1 phosphatase; 290,000 compounds, 1.1% hits; recombinant PHOSPHO1, absorbance phosphatase assay; Q8TCT1; AID 1565; inhibition, % at 13.3 µM; in the data active = inhibition above about 60%
Target sequence (Q8TCT1 whole entry, looked up): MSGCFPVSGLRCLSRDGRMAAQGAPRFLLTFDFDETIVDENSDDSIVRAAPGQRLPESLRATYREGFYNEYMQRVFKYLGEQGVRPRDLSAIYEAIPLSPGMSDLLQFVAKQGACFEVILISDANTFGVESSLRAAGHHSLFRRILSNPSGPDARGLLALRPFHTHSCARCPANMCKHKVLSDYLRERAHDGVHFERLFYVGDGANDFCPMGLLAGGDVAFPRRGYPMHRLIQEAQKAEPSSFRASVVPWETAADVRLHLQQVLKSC
FID counter: counter-screen for HCV NS3 helicase inhibitors: DNA intercalator displacement; DNA fluorescent intercalator displacement, fluorescence; inhibition, % at 7.9 µM; 290,000 compounds, 0.17% hits; in the data active = inhibition above about 37%;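 note: 0% = vehicle and 100% = reference compound; higher means more ethidium bromide displaced from hairpin DNA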
IDE cell activ: activators of human insulin-degrading enzyme in cells | P14735 | HEK cells, FAbeta-B cleavage, fluorescence polarization; 0% vehicle, 100% cell-free pure enzyme wells | activation, % at 5.96 µM | 340,000 compounds, 0.073% hits | AID 493087;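 active = activation above the mean of all tested compounds plus 3 SD, set per screening campaign, cut at about 17% in these data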
pCIP destab: p/CIP protein destabilization | 290,000 compounds, 0.01% hits | decrease of EGFP signal, % at 10 µM | F442A p/CIP-EGFP cells, EGFP fluorescence, 16 h | Q05BA5;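 active = EGFP signal decrease of at least 30% at 10 µM or well 3 SD below plate mean, unless failing retest; inactive = the rest, including hits failing retest or dose response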; note: some compounds called inactive have numbers as strong as hits; many of its hits are not listed in these tables
VIM-2 inhibitor: inhibitors of Pseudomonas aeruginosa VIM-2 metallo-beta-lactamase | AID 1527 | purified VIM-2, nitrocefin hydrolysis, epi-absorbance fluorescence | 290,000 compounds, 0.89% hits | inhibition, % at 5.6 µM;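 active = inhibition above the mean of all tested compounds plus 3 SD, cutoff set per screening run, cut at about 7.5% in these data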;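 note: red hydrolysis product quenches plate fluorescence so inhibitors raise well fluorescence; 0% = enzyme with DMSO and 100% = DMSO without enzyme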
* = called active by the depositor; x = no result given. Not all compounds are listed. The share of hits here may be higher or lower than overall.

Abbreviations: A = SUMO HTRF inh; B = IMP-1 inh; C = MEKK3 PB1 HTS; D = NS3 helicase inh; E = PHOSPHO1 inh; F = FID counter; G = IDE cell activ; H = pCIP destab; I = VIM-2 inhibitor
> NC(=O)c1cccnc1Oc1ccccc1
  A: 1	B: -1.7	C: 101	D: 1	E: 38	F: 1	G: 8	H: -24	I: -4.8

> COC(=O)[C@H](CCSC)NC(=O)NCc1ccc(S(N)(=O)=O)cc1
  A: 20	B: -1.9	C: 99	D: -1	E: -3	F: 1	G: 1	H: -13	I: -2.9

> CCCCOc1ccc(C2=CSC3=NCCN23)cc1[N+](=O)[O-]
  A: -31	B: -3.0	C: 106	D: -7	E: x	F: 7	G: -3	H: 3	I: -0.5

> CCOC(=O)CN1NC2(CCCCC2)NC1=S
  A: -2	B: -4.1	C: 101	D: -17	E: 100*	F: 3	G: 4	H: -2	I: -5.0

> COCCn1c(SCC(=O)N2CC(=O)Nc3ccccc32)nc2ccccc2c1=O
  A: -6	B: -3.9	C: 119	D: 9	E: 36	F: -35	G: 2	H: 14	I: -1.1

> O=C1NN=C(CSc2n[nH]c(=S)s2)CS1
  A: 3	B: -0.1	C: 82	D: 1	E: 49	F: 12	G: -7	H: 2	I: -1.4

> Cn1nccc1NC(=O)Nc1cccc(Cl)c1Cl
  A: -9	B: -4.9	C: 105	D: 5	E: -2	F: -1	G: 4	H: -6	I: -3.0

> COc1ccccc1N(CC(=O)NCc1ccccc1)S(C)(=O)=O
  A: 5	B: 0.7	C: 106	D: -1	E: 14	F: -1	G: 2	H: 8	I: -2.0

> N=c1oc2ccc(Cl)cc2cc1C(=O)Nc1ccc(F)cc1
  A: -5	B: 0.4	C: 104	D: 22	E: 16	F: -1	G: 1	H: 1	I: -3.6

> C[C@H](NC(=O)c1ccc(C(C)(C)C)cc1)C(=O)N1CCC2(CC1)NCCc1[nH]cnc12
  A: x	B: -2.3	C: 103	D: -12	E: -10	F: 20	G: 8	H: 6	I: -1.7

> COc1ccc(C(=O)N2CCCc3ccccc32)cc1Br
  A: 11	B: -1.8	C: 105	D: 5	E: 39	F: -27	G: 1	H: -7	I: -0.6

> Cc1ccc(NC(=O)CSc2nc3c(c(=O)[nH]2)CCCC3)cc1C
  A: 14	B: -2.5	C: 104	D: 1	E: 53	F: -34	G: 1	H: -5	I: -1.9

> COc1cccc2c1OC[C@@H](CO)[C@H]2N(C)C(=O)Nc1ccc(Cl)cc1Cl
  A: 0	B: -2.5	C: x	D: -2	E: 32	F: -31	G: 4	H: -8	I: -2.3

> O=C(Nc1nc2ccc(Oc3ccccc3)cc2s1)c1cc([N+](=O)[O-])ccc1N1CCOCC1
  A: -3	B: -1.9	C: 94	D: -4	E: 2	F: -1	G: -2	H: -6	I: -2.5

> CC(=O)Oc1ccc(-c2ccc(C(=O)NCCc3ccc(S(N)(=O)=O)cc3)cc2)cc1
  A: 1	B: -0.6	C: 98	D: 3	E: 40	F: -11	G: 2	H: -3	I: -0.9

> COc1ccccc1CN1CC(C(=O)NCc2nccn2C)CCC1=O (stereo not given)
  A: 4	B: -1.9	C: 104	D: 11	E: 31	F: -2	G: 5	H: -2	I: -2.2

> CC(CCc1ccccc1)NC(=O)C1CCN(S(=O)(=O)N2CCCCC2)CC1 (stereo not given)
  A: 4	B: -2.0	C: 104	D: 4	E: -2	F: -27	G: 2	H: 0	I: -0.7

> OC(CNCCc1ccc(C(F)(F)F)cc1)COc1ccc2ccccc2c1 (stereo not given)
  A: -20	B: -0.7	C: 99	D: -66	E: -12	F: 15	G: 9	H: -6	I: -1.7

> CCOC(=O)C1CCN(Cc2ccc(OCc3ccccc3)c(OC)c2)CC1
  A: 16	B: 0.9	C: 107	D: -15	E: 34	F: 25	G: -2	H: 1	I: 1.4

> O=C1CN(C(=O)c2ccccc2)c2ccccc2N1
  A: 20	B: -2.6	C: 106	D: 9	E: -6	F: -2	G: 2	H: -9	I: -2.4

> CCOC(=O)N1CCC(Nc2ncnc3c2cnn3-c2ccc(Cl)cc2)CC1
  A: -7	B: -2.1	C: 103	D: 7	E: 0	F: 1	G: 0	H: 3	I: -3.6

> COCCOC(=O)c1sc(=S)n(CCOC)c1N
  A: -17	B: -0.8	C: x	D: 6	E: 76*	F: -2	G: 1	H: -6	I: 0.1

> C=CCn1c(SCC(N)=O)nnc1-c1cnccn1
  A: 19	B: 0.2	C: 92	D: -4	E: 23	F: -2	G: -3	H: -3	I: 0.1

> COc1cc(CC(=O)OCC(=O)NC2CC2)cc(OC)c1OC
  A: -6	B: 1.2	C: 64	D: 8	E: 2	F: -7	G: 3	H: -10	I: -1.4

> Cc1nn2c(C)c(C(=O)Nc3ccccc3)cnc2c1C#N
  A: 24	B: 2.2	C: 99	D: 2	E: 12	F: 1	G: 5	H: -14	I: 0.7

> O=[N+]([O-])c1ccc(N2CCC(O)CC2)nc1
  A: 14	B: 1.5	C: 94	D: 0	E: -2	F: 3	G: 6	H: -1	I: -0.1

> Cc1cccc(NC(=O)C2CCCN2C(=O)OCC(C)C)c1 (stereo not given)
  A: 11	B: 0.2	C: 100	D: -5	E: -8	F: -9	G: 2	H: 7	I: -0.2

> O=C(NCCc1ccccc1)c1nc(CS(=O)(=O)c2ccc(Cl)cc2)no1
  A: 4	B: -1.3	C: 105	D: -7	E: -6	F: -30	G: 1	H: -1	I: -5.6

> CN(C)S(=O)(=O)c1ccc(NC=C(C#N)C#N)cc1
  A: 12	B: -2.3	C: 96	D: -13	E: 20	F: -4	G: 1	H: 1	I: -1.7

> c1ccc2sc(NC3=NCN(CC4CCCO4)CN3)nc2c1 (stereo not given)
  A: 9	B: -0.1	C: 52	D: 1	E: 11	F: 4	G: 3	H: 15	I: -1.4

> Cc1c(C(=O)C(=O)N2CCN(C)CC2)c2ccccc2n1C
  A: 0	B: -0.2	C: 117	D: 1	E: -21	F: 14	G: 5	H: -3	I: -2.7

> Cc1c(C(=O)N2CCCCCC2)oc2ccccc12
  A: 5	B: -1.7	C: 105	D: 1	E: -2	F: -11	G: 6	H: -4	I: -0.3

> Cc1ccc([N+](=O)[O-])cc1NC(=O)CSc1nncc2ccccc12
  A: 6	B: -1.2	C: 102	D: 3	E: 17	F: -14	G: 2	H: -9	I: -1.3

> O=C(O)CN(CCc1ccccc1)S(=O)(=O)c1ccccc1
  A: 17	B: -0.9	C: 99	D: -13	E: 33	F: -8	G: 1	H: -4	I: -2.0

> O=C(Nc1ccccc1N1CCCCC1)c1ccc(N2C(=O)c3ccccc3C2=O)cc1
  A: 7	B: -4.6	C: 81	D: 3	E: 13	F: -5	G: 7	H: -2	I: -2.5

> CCc1cccc(C)c1NC(=O)CSc1ncn[nH]1
  A: 13	B: 0.9	C: 99	D: 0	E: 21	F: 0	G: 4	H: 5	I: -1.7

> O=C(Nc1cc2c3c(c1)C1CCCC1CN3CC1CCCC21)c1ccccc1 (stereo not given)
  A: 29	B: -1.6	C: 106	D: -32	E: 26	F: 2	G: -5	H: -14	I: 1.6

> CCOC(=O)CNC(=O)CSc1nnc(NC(=O)c2ccc(S(=O)(=O)N3CCOCC3)cc2)s1
  A: -1	B: -4.8	C: 102	D: 1	E: 28	F: -25	G: -2	H: 4	I: -1.6

> COc1ccc(S(=O)(=O)NCc2ccccn2)cc1Br
  A: -2	B: -1.4	C: 104	D: 3	E: -25	F: -4	G: 1	H: 16	I: 0.9

> CCc1ccc(C(=O)COC(=O)c2cc([N+](=O)[O-])ccc2NCCO)cc1
  A: 1	B: -1.9	C: 101	D: -6	E: 0	F: 3	G: 4	H: 0	I: -0.9

> CCC(C)(C(=O)NC1CCCCC1)N(C(=O)C1CCC(=O)N1)c1ccc(C)cc1 (stereo not given)
  A: 12	B: -2.1	C: 97	D: -5	E: 3	F: -24	G: 0	H: 1	I: -0.8

> CCOC(=O)CSc1cc(-c2ccccc2)nc2ncnn12
  A: 10	B: -1.1	C: 105	D: 19	E: 46	F: -16	G: -3	H: -6	I: 1.6

> CC1CC(C)CN(CCCNS(=O)(=O)c2cc(Br)cc3c2N(C(=O)C2CC2)CC3)C1 (stereo not given)
  A: 14	B: -4.0	C: 102	D: 9	E: 35	F: 10	G: 6	H: -11	I: 0.4

> CC1CCCCN1CCNC(=O)c1cc2c(-c3ccccc3F)nn(C)c2s1 (stereo not given)
  A: 21	B: -3.1	C: 112	D: -25	E: -2	F: 10	G: 0	H: -28	I: 8.9*

> CC(=O)[C@@]1(O)CC[C@H]2[C@@H]3C[C@H](C)C4=CC(=O)CC[C@]4(C)[C@H]3CC[C@@]21C
  A: 18	B: -1.9	C: 114	D: 3	E: -6	F: -29	G: -1	H: -4	I: -1.3

> Cc1cccc(C(=O)N(Cc2nc3ccccc3c(=O)[nH]2)C2CCCC2)c1
  A: 5	B: 1.1	C: 100	D: -1	E: 29	F: -35	G: 4	H: -6	I: -2.5

> COc1ccc2cc(C(C)C(=O)N3CCC(C)CC3)ccc2c1 (stereo not given)
  A: -5	B: -3.7	C: 102	D: -4	E: 24	F: -45	G: -1	H: 1	I: -1.4

> CCOC(=O)N1CCN(C(=O)C2CCCN(S(=O)(=O)c3cc(C)ccc3OC)C2)CC1 (stereo not given)
  A: -13	B: -7.7	C: 95	D: -3	E: -23	F: -32	G: -3	H: -6	I: -2.5

> CCOC(=O)c1c(C)[nH]c(C(=O)COC(=O)CNC(=O)C2CCCCC2)c1C
  A: -7	B: -2.4	C: 103	D: 11	E: -34	F: -11	G: -2	H: 1	I: -2.4

Gathered by group, the compounds so far containing a nitro group on carbon (5)
Abbreviations: A = SUMO HTRF inh; B = IMP-1 inh; C = MEKK3 PB1 HTS; D = NS3 helicase inh; E = PHOSPHO1 inh; F = FID counter; G = IDE cell activ; H = pCIP destab; I = VIM-2 inhibitor
> CCCCOc1ccc(C2=CSC3=NCCN23)cc1[N+](=O)[O-]
  A: -31	B: -3.0	C: 106	D: -7	E: x	F: 7	G: -3	H: 3	I: -0.5

> O=C(Nc1nc2ccc(Oc3ccccc3)cc2s1)c1cc([N+](=O)[O-])ccc1N1CCOCC1
  A: -3	B: -1.9	C: 94	D: -4	E: 2	F: -1	G: -2	H: -6	I: -2.5

> O=[N+]([O-])c1ccc(N2CCC(O)CC2)nc1
  A: 14	B: 1.5	C: 94	D: 0	E: -2	F: 3	G: 6	H: -1	I: -0.1

> Cc1ccc([N+](=O)[O-])cc1NC(=O)CSc1nncc2ccccc12
  A: 6	B: -1.2	C: 102	D: 3	E: 17	F: -14	G: 2	H: -9	I: -1.3

> CCc1ccc(C(=O)COC(=O)c2cc([N+](=O)[O-])ccc2NCCO)cc1
  A: 1	B: -1.9	C: 101	D: -6	E: 0	F: 3	G: 4	H: 0	I: -0.9
